High-throughput results (PubChem)
CRFR2-BP ag = CRF-BP/CRF-R2 complex agonism. HEK293 CRF-R2/CRF-BP, calcium dye fluorescence (FLIPR); percent of saturating CRF peptide response. activation, % at 13.2 µM. actives 0.46% (n = 350,000). AID 588473;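 active = activation of at least 50%, plus an integration ratio under a set limit after plate pattern correction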;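 note: plate controls were neutral control wells without compound for no effect and CRF at EC100 for full effect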
TAAR1 ag = human TAAR1 agonism; actives 0.99% (n = 360,000); activation, % at 3 µM; Q96RJ0; CHO RD-HGA16 TAAR1, Fluo-8 calcium fluorescence; vehicle wells 0%, saturating PEA agonist 100%;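 active = activation above the mean activation of all test compounds in the run plus 3 SD, cut at about 38% in these data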
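Test system: RD-HGA16 (CHO) cells co-expressing Gα16 and hTAAR1 | Doses: Single dose, 3 µM | Schedule: 17-24 h seeding, 75 min 37 °C dye, 30 min RT | Evaluation: % activation from peak over basal fluorescence ratio, DMSO-to-PEA scaled | Technique: Kinetic Fluo-8 calcium fluorescence | Benchmarks: Low control DMSO, high control PEA (EC100)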
CHRM4 PAM = positive allosteric modulators of human muscarinic M4 receptor | CHO-K1 hM4/Gqi5, Fluo-8 calcium fluorescence, ACh EC20; 0% = ACh EC20, 100% = maximal ACh | activation, % at 3 µM | actives 0.4% (n = 360,000) | AID 624126;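 active = activation above its plate's cutoff, the mean activation of sample wells plus 3 SD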; note: some results filed as inactive read as strong as hits
Target sequence (P08173 whole entry, looked up): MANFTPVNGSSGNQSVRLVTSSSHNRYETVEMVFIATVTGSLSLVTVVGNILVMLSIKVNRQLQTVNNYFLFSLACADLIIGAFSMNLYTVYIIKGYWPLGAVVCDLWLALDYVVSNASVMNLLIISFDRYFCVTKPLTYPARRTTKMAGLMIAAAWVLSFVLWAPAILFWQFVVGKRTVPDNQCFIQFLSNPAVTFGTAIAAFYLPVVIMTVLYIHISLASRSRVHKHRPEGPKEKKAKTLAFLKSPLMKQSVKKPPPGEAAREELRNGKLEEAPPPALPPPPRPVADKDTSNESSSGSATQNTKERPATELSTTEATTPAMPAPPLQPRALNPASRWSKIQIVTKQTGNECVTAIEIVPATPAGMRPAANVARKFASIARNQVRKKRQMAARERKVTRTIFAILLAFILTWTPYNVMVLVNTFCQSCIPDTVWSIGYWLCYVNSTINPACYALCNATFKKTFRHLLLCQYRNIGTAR
M5 antag = blocks acetylcholine activation of human M5 receptor. P08912. CHO-hM5 cells, Fluo-8 calcium fluorescence, ACh EC80. inhibition, % at 3 µM. actives 0.59% (n = 360,000). AID 624040;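 active = inhibition above a per-plate cutoff, the mean of that plate's test compounds plus 3 SD, cut at about 27% in these data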;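 note: 0% = acetylcholine EC80 with DMSO and 100% = DMSO without agonist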
Target sequence (P08912 whole entry, looked up): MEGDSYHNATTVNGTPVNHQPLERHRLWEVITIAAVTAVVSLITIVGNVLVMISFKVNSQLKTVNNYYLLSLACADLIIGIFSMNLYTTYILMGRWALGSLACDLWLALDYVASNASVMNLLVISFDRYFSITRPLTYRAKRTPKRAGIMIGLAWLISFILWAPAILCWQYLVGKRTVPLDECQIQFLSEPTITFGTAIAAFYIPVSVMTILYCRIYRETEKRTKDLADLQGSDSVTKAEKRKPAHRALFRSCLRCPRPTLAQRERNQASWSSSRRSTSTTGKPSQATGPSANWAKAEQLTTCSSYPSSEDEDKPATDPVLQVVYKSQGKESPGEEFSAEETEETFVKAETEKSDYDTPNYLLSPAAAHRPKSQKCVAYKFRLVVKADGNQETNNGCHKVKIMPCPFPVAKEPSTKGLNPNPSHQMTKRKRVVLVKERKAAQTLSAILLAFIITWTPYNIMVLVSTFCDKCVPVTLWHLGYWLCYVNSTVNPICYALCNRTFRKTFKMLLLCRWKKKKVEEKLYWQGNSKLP
M1 PAM parental = counter-screen for M1 PAMs: effect in parental CHO-K1 cells; ATP EC20, Fluo-8 calcium fluorescence; 0% at ATP EC20, 100% at ATP max; activation, % at 3 µM; actives 0.02% (n = 360,000);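 active = activation above the run cutoff, the mean activation of all test compounds plus 3 SD, cut at about 40% in these data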;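 note: peak over basal fluorescence ratio in a 140 s read after ATP addition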
TAAR1 antag = human TAAR1 antagonism. Q96RJ0. CHO RD-HGA16 TAAR1, Fluo-8 calcium fluorescence, antagonist. inhibition, % at 3 µM. actives 1.5% (n = 360,000). AID 624466;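 active = inhibition above a per-plate cutoff, the mean inhibition of test compounds on that plate plus 3 SD, cut at about 49% in these data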;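 note: 0% = DMSO plus EC80 beta-PEA response and 100% = DMSO alone without agonist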
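test system = CHO RD-HGA16 cells bearing hTAAR1 | replication = singlicate | controls = DMSO-only wells and EC80 β-PEA-stimulated wells | reagent = EC80 β-phenethylamine stimulus | read-out basis = percent inhibition of PEA-evoked calcium signal, max/basal emission ratio | schedule = seeding 17-24 h prior, 75-min 37 °C, 30-min RT dye loading | signal = kinetic Fluo-8 calcium fluorescence measurement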
CHRM5 agonist = CHRM5 agonism in calcium assay. P08912. CHO-K1 hM5 cells, Fluo-8 calcium fluorescence; 0% DMSO wells, 100% maximal acetylcholine response. activation, % at 3 µM. actives 0.19% (n = 360,000). AID 624037;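 active = activation above the run's mean over test compounds plus 3 SD, cut at about 23% in these data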;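 note: signal is peak over basal fluorescence ratio across the kinetic read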
M5 PAM = CHRM5 positive allosteric modulation | activation, % at 3 µM | actives 0.3% (n = 360,000) | P08912 | CHO-K1 hM5, Fluo-8 calcium, ACh EC20 PAM; 0% = ACh EC20, 100% = ACh EC100;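 active = activation above the run cutoff, the mean activation of all test compounds plus 3 SD, cut at about 18% in these data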
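system = human M5 receptor in CHO-K1 cells | reagent = EC20 acetylcholine as agonist stimulus | compound dosing = single-point, 3 µM nominal | incubation = Fluo-8 loading 80 min at 37 °C plus 30 min room temperature | detection = Fluo-8 calcium dye fluorescence, kinetic read | benchmarks = low control EC20 acetylcholine (0%), high control EC100 acetylcholine (100%)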
CRFR2-BP antag = CRF-BP/CRF-R2 complex antagonism; HEK293 CRF-R2/CRF-BP, CRF-induced calcium fluorescence; inhibition, % at 11.8 µM; actives 0.59% (n = 350,000);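 active = inhibition of the ligand-induced calcium signal above about 50% at the single tested concentration, limit read from the data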
* hit, by the source's call; / = no result given.

SMILES | CRFR2-BP ag | TAAR1 ag | CHRM4 PAM | M5 antag | M1 PAM parental | TAAR1 antag | CHRM5 agonist | M5 PAM | CRFR2-BP antag
CN(Cc1nc(-c2ccccn2)no1)S(=O)(=O)c1ccc(Br)cc1 | -1.6 | 8 | 2 | 4 | 12 | 4 | 2 | 3 | 0
C=CCC1CCCCC12NC(=O)N(c1ccccc1)N2 (stereo not drawn) | -0.8 | 0 | -5 | 11 | 4 | -8 | 0 | -5 | -2
C/C(=N\NC(=O)c1c(C)nc2ccccn12)c1ccc(N2CCOCC2)cc1 | 0.1 | 0 | -8 | -5 | 8 | -7 | 0 | -7 | -1
O=c1cc(O)c2c(=O)[nH]c(=O)n(-c3ccccc3)c2[nH]1 | -0.7 | 0 | 16* | 5 | -2 | 5 | -5 | -3 | -23
CC(=O)c1ccc(-c2ccc(C(=O)NC3CCCCCC3)o2)cc1 | 0.8 | 1 | -3 | 6 | -9 | 4 | 1 | -3 | 5
Cc1cc2cc(CNC(=O)c3cccs3)ccc2n1C | 0.6 | 4 | -13 | -5 | 6 | 7 | 3 | -5 | 10
CCCC(=O)n1nc(-c2ccccc2)nc1N | 1.5 | 2 | 12 | -3 | 15 | -1 | -4 | 7 | 2
O=C(COC(=O)CNC(=O)c1ccccc1F)NC12CC3CC(CC(C3)C1)C2 | -0.1 | 7 | 14 | 1 | -1 | -24 | 2 | 8 | -3
O=C(Nc1ccccc1Cc1ccccc1)c1ccccc1NS(=O)(=O)c1ccc(Cl)s1 | 35 | 4 | -15 | 21 | -9 | 33 | 9 | -18 | 105*
Cc1cc(C(=O)NCc2ccc(Cl)cc2)n(-c2ccccc2)n1 | -1.2 | 0 | -13 | -3 | 25 | -3 | -2 | -1 | 1
COC(=O)C1=C(C)N(CC2CC2)C(=NCc2cccc(Cl)c2)N[C@H]1c1ccccc1 | 5.7 | 11 | -3 | 5 | 13 | 16 | -8 | 5 | -9
COc1ccccc1NC(=O)c1ccccc1-c1nc(-c2ccccc2OC)no1 | -0.8 | 16 | -15 | 20 | 23 | 51* | 1 | -16 | 24
COc1ncnc2c1ncn2CCCNC1CCN(Cc2ccccc2)CC1 | 0.9 | -1 | -8 | -7 | 0 | -12 | -2 | 0 | 2
CC(C)Oc1ccc(CN2CCC2(C)C(=O)Nc2ccc(Cl)c(Cl)c2)cc1 (stereo not drawn) | / | 3 | -7 | -5 | 9 | -32 | -1 | -3 | /
CCc1cccc(NC(=O)C2CCCN(S(=O)(=O)c3cccnc3)C2)c1 (stereo not drawn) | 1.0 | 1 | -3 | 10 | 7 | 11 | -1 | -1 | 5
CCn1c(O)c(/C=N/N=C2CCCCC2)c2cc(C3=NNC(=O)CC3)ccc21 | 5.5 | -1 | 1 | 7 | 10 | 0 | -2 | 4 | 3
C#CCn1c(=NC(=O)c2ccc(Br)s2)sc2cccc(OC)c21 | 1.9 | 1 | 3 | -4 | 22 | -26 | -1 | -1 | 7
CC(NS(=O)(=O)c1ccc(Cl)cc1)C(c1cccs1)N1CCN(C)CC1 (stereo not drawn) | 0.9 | 8 | -2 | 8 | -7 | -15 | -6 | -6 | 1
CCN(CC(=O)NC1CCCC1)S(=O)(=O)c1ccc(C)cc1 | -0.2 | 1 | 7 | 5 | 12 | -7 | 0 | -1 | -1
O=C(c1ccco1)N1CCN(C(=O)c2cnn3c2NC(c2cccs2)CC3C(F)(F)F)CC1 (stereo not drawn) | -2.2 | 6 | 3 | -7 | 18 | -5 | 3 | -2 | 1
Cc1ccc(NS(=O)(=O)c2cccc(C(=O)NCC3CCCO3)c2)cc1 (stereo not drawn) | -2.8 | 6 | 2 | 10 | -21 | -20 | 5 | -3 | 3
COc1ccc(OC)c(NC(=O)C(=O)NCCC2=CCCCC2)c1 | -0.3 | -1 | 3 | 1 | 21 | 14 | 0 | 3 | 32
CCOC(=O)c1coc(CNC(=O)c2c(C)oc3c2CCCC3)c1 | -3.1 | 6 | -4 | 5 | 6 | 5 | 1 | -4 | 45
O=C(CSCC(=O)N1CCCCC1)OCC(=O)c1c[nH]c2ccccc12 | -3.0 | 23 | 21 | -5 | 19 | -7 | 1 | 5 | 0
O=C(NCc1cccc(F)c1)c1[nH]c(C(F)(F)F)nc1-c1ccccc1 | / | 6 | 1 | 10 | 4 | 2 | 5 | -8 | /
(further entries)
SMILES | CRFR2-BP ag | TAAR1 ag | CHRM4 PAM | M5 antag | M1 PAM parental | TAAR1 antag | CHRM5 agonist | M5 PAM | CRFR2-BP antag
CNC(=O)/C(C#N)=C\c1ccc(CNS(=O)(=O)c2ccc(Cl)cc2)o1 | -1.5 | 6 | 2 | 2 | 4 | 4 | -2 | -7 | 21
CN(CC(=O)Nc1ccc(Cl)cc1)CC(=O)Nc1sc2c(c1C(N)=O)CCC2 | -0.2 | 0 | 1 | 4 | 9 | -12 | -3 | -6 | -53
CCC1CCCCN1CCCNC(=O)C1CCCN(S(=O)(=O)N2CC(C)CC(C)C2)C1 (stereo not drawn) | -2.3 | -1 | -4 | 9 | -19 | -5 | -11 | -4 | 14
Cn1nc(C2CC2)cc1NC(=O)C1(C)CCN1C(=O)CC(c1ccccc1)c1ccccc1 (stereo not drawn) | / | 1 | 3 | -8 | 14 | -28 | -3 | -4 | /
O=C(O)Cc1sc(NC2CCCCC2)nc1-c1ccc(Cl)cc1 | 0.8 | 1 | -1 | 0 | 32 | -14 | 0 | 3 | -14
O=C(NCc1ccccc1)C(c1ccc(-c2ccccc2)cc1)N1CCN(C(=O)C2CCCO2)CC1 (stereo not drawn) | / | 0 | -1 | 11 | / | -25 | -1 | 1 | /
CC(/C=C/c1ccccc1F)=N\NC(=O)c1ccc(Cl)cc1 | 0.3 | -1 | -4 | -2 | -1 | 8 | 0 | -4 | -18
CCOC(=O)[C@@H]1[C@H]2COc3ccccc3[C@@H]2N2C(=O)N(c3ccccc3)C(=O)[C@@]12C | -1.6 | / | 10 | 4 | 29 | / | 1 | 1 | -9
CC#CCN1c2ccccc2[C@]23C[C@@H](C(=O)OC)N(C(=O)c4ccco4)C2=NC(C(=O)OC)=C(C(=O)OC)[C@H]13 | -1.7 | 7 | 11 | -3 | -7 | 6 | 0 | 8 | -4
CCC(C)[C@H](NC(=O)[C@@H]1Cc2ccccc2CN1)C(=O)NCc1ccc(C)cc1 (stereo partly drawn) | -3.5 | 1 | 8 | -3 | 3 | -39 | -2 | -2 | -10
CCCC(=O)Nc1nnc(S(=O)(=O)N(CC)c2ccc(OC)cc2)s1 | 0.5 | -2 | -2 | 20 | 4 | 0 | -4 | -9 | 17
O=C(CN(C(=O)CCC(=O)Nc1nccs1)c1cccc(F)c1)NCC1CCCO1 (stereo not drawn) | 0.7 | 1 | 6 | -5 | 2 | -12 | -4 | 4 | -3
Cn1c(=O)oc2cc(S(=O)(=O)CCC(=O)N3CCN(c4ccccc4)CC3)ccc21 | -0.3 | 0 | 6 | -2 | 0 | -9 | -2 | -1 | 8
COc1ccc(C)cc1NC(=O)COC(=O)c1ccc2c(c1)OCCO2 | 0.4 | 2 | 4 | -3 | 13 | 1 | 1 | 5 | 1
CC(=O)c1c(C(C)=O)c(C)n(Cc2ccc3c(c2)OCO3)c1C | -0.5 | 4 | -15 | 6 | -7 | 7 | 3 | -8 | 26
CC(C)NCCCCOc1ccc(Br)cc1Cl | 0.9 | 4 | 5 | -4 | 8 | 13 | -6 | 5 | -28
N#CC1=C(N)OC2=C(C(=O)CCC2)C1C1C=CCCC1 (stereo not drawn) | -0.5 | 1 | 12 | 6 | 18 | -14 | -11 | -1 | 5
CSc1ncccc1C(=O)Nc1nc2ccc(S(C)(=O)=O)cc2s1 | -1.4 | 1 | -9 | 16 | -12 | 5 | -1 | -7 | -17
COc1ccc(N2CCN(C(=O)CCS(=O)(=O)c3ccc4c(c3)CCN4C(=O)C3CC3)CC2)cc1 | -1.6 | 0 | -2 | -2 | -6 | -27 | -3 | 0 | 2
CN(c1ccccc1)S(=O)(=O)c1ccc(NC(=O)c2ccc(F)cc2)cc1 | 2.9 | 5 | -41 | 7 | 4 | 43 | -2 | -15 | -22
COC(=O)Cc1ccc(NC(=S)N2CCN(c3cccc(O)c3)CC2)cc1 | 1.5 | 12 | -8 | 15 | 20 | 14 | 4 | -9 | 13
CNC(=O)c1c(Cl)cnn1-c1ccc(C)cc1 | 2.9 | 4 | 1 | 4 | 11 | 2 | -3 | 1 | -5
COCCNC(=O)CN1C(=O)CC(C)(C)S(=O)(=O)c2ccccc21 | -0.2 | 1 | 0 | 4 | -13 | -11 | 7 | -5 | 9
COc1ccc(C(CNC(=O)C(=O)NC2CCCC2)N2CCN(C)CC2)cc1 (stereo not drawn) | -0.2 | 2 | 8 | -5 | 22 | 2 | -3 | 9 | -9
CCCS(=O)(=O)N1CCC(C(=O)NCCCN2CCC(Cc3ccccc3)CC2)CC1 | -2.2 | 0 | -8 | 2 | 7 | 2 | -8 | -9 | -9
C/C(=N\NC(=O)CN1CCN(S(=O)(=O)c2ccc(C)cc2)CC1)c1ccc(O)cc1 | -0.8 | 2 | 5 | -1 | -11 | -11 | 1 | 0 | 1
CCN(CC)CCn1c(SCC(=O)NCc2ccco2)nc2c(sc3ccccc32)c1=O | -0.4 | 4 | 6 | 6 | 7 | -5 | -6 | -5 | -6

No new results follow: an excerpt of the list.
SMILES | CRFR2-BP ag | TAAR1 ag | CHRM4 PAM | M5 antag | M1 PAM parental | TAAR1 antag | CHRM5 agonist | M5 PAM | CRFR2-BP antag
COc1ccc(C)cc1NC(=O)COC(=O)c1ccc2c(c1)OCCO2 | 0.4 | 2 | 4 | -3 | 13 | 1 | 1 | 5 | 1
CC(=O)c1c(C(C)=O)c(C)n(Cc2ccc3c(c2)OCO3)c1C | -0.5 | 4 | -15 | 6 | -7 | 7 | 3 | -8 | 26
CC(C)NCCCCOc1ccc(Br)cc1Cl | 0.9 | 4 | 5 | -4 | 8 | 13 | -6 | 5 | -28
N#CC1=C(N)OC2=C(C(=O)CCC2)C1C1C=CCCC1 (stereo not drawn) | -0.5 | 1 | 12 | 6 | 18 | -14 | -11 | -1 | 5
CSc1ncccc1C(=O)Nc1nc2ccc(S(C)(=O)=O)cc2s1 | -1.4 | 1 | -9 | 16 | -12 | 5 | -1 | -7 | -17
COc1ccc(N2CCN(C(=O)CCS(=O)(=O)c3ccc4c(c3)CCN4C(=O)C3CC3)CC2)cc1 | -1.6 | 0 | -2 | -2 | -6 | -27 | -3 | 0 | 2
